Mtb FBA inh: inhibits M. tuberculosis FBA enzyme. P9WQA3. purified M. tuberculosis FBA, fluorescence read-out. inhibition, % at 1 µM. actives 2.3% (n = 360,000); in the data active = inhibition above about 27%;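 also: 0% = vehicle and 100% = reference inhibitor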
Target sequence (P9WQA3 whole entry, looked up): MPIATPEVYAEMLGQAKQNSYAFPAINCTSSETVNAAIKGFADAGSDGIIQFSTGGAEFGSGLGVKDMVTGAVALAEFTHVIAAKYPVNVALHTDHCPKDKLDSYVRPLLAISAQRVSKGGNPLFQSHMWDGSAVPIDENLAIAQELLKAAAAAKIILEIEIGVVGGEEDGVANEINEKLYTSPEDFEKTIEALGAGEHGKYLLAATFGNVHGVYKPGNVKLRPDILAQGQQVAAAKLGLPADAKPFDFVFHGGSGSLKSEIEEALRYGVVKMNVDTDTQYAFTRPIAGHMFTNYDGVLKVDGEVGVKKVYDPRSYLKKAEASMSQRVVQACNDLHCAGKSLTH
Mtb UGM inh: Mtb UDP-galactopyranose mutase inhibition. P9WIQ1. purified UGM, fluorescence polarization probe displacement. inhibition, % at 10 µM. actives 0.06% (n = 320,000). AID 504406; in the data active = inhibition above about 10%, passing the limit was not always enough; inconclusive = no clear call, values can overlap the other calls
Target sequence (P9WIQ1 whole entry, looked up): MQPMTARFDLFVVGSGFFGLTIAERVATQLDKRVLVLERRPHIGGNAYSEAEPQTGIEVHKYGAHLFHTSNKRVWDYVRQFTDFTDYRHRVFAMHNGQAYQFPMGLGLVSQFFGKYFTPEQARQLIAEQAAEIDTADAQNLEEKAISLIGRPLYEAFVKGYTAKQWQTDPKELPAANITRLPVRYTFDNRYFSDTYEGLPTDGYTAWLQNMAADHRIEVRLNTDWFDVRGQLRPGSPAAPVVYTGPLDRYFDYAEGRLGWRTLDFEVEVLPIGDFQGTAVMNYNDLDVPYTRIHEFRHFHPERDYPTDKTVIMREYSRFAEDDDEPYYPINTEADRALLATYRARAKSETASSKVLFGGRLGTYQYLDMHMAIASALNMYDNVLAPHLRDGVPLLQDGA
GDH-TPI inh: inhibits GDH-TPI coupling enzymes, artifact for Mtb FBA screen; inhibition, % at 4.8 µM; actives 1.2% (n = 360,000); GDH-TPI coupled enzyme counterscreen, NADH absorbance; in the data active = inhibition above about 30%;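 also: 0% = DMSO wells and 100% = wells lacking the enzyme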
Anthrax LF inh2: blocks Bacillus anthracis lethal factor protease; multiplex microsphere protease cleavage assay, LF; inhibition, % at 10 µM; actives 0.12% (n = 360,000); AID 588501; also: plate controls were buffer without enzyme for full effect and enzyme alone for no effect
BoNT-A LC inh2: inhibitors of Botulinum neurotoxin A light chain protease. multiplex microsphere protease substrate cleavage, flow cytometry. actives 0.17% (n = 360,000). inhibition, % at 10 µM; also: plate controls were buffer without enzyme for full effect and enzyme alone for no effect
Mtb BioA inh: inhibitors of Mycobacterium tuberculosis BioA enzyme | purified M. tuberculosis BioA enzyme, plate reader | actives 0.096% (n = 360,000) | inhibition, % at 9.99 µM; in the data active = inhibition above about 40%; inconclusive = no clear call, values can overlap the other calls
PfHsp40 yeast: compounds rescuing yeast from Plasmodium falciparum HSP40 toxicity. S. cerevisiae expressing PfHsp40, growth rescue, ATP luminescence. growth rescue, % at 12.5 µM. actives 0.68% (n = 340,000); in the data active = growth rescue above about 28%, passing the limit was not always enough; inconclusive = no clear call, values can overlap the other calls;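 also: yeast W303a lacking pdr1 and pdr3 grown in galactose medium; growth measured after three days at 30 °C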
BoNT F protease: blocks Botulinum neurotoxin F light chain protease; inhibition, % at 10 µM; Multiplex microsphere protease cleavage assay, flow cytometry; actives 0.22% (n = 360,000); in the data active = inhibition above about 35%, passing the limit was not always enough; inconclusive = no clear call, values can overlap the other calls; also: plate controls were buffer without enzyme for full effect and enzyme alone for no effect
FadD28 FP inh: blocks FadD28 binding to the bisubstrate probe; fluorescence polarization; inhibition, % at 12.5 µM; actives 0.22% (n = 360,000); in the data active = inhibition above about 8.5%, passing the limit was not always enough; inconclusive = no clear call, values can overlap the other calls
Starred values were filed as active, the others as inactive; ? = inconclusive; . = not tested or not shown. Rule as the data show it, unless noted: active = inhibition above about 30%; inconclusive = no clear call, values can overlap the other calls; inactive = below that. Hits appear at their usual frequency. About 4.7% of those tested had a hit in this group.

SMILES	Mtb FBA inh	Mtb UGM inh	GDH-TPI inh	Anthrax LF inh2	BoNT-A LC inh2	Mtb BioA inh	PfHsp40 yeast	BoNT F protease	FadD28 FP inh
C[C@]12CC[C@H](O)CC1=CCC1C2CC[C@@]2(C)C1CCC21OCCO1 (some centres not stated)	-1	-0.7	12	4	-0.1	0.3	3.7	1	-4.5
Cc1ccc(N2CC(C(=O)OCc3ccccc3)CC2=O)cc1 (configuration not stated)	2	0.9	9	-9	-0.5	9.6	2.4	1	0.2
CC(C)Cc1nc(SCC(=O)NCC2CCCO2)c2c(=O)n(C)c(=O)n(C)c2n1 (configuration not stated)	2	1.4	-1	3	11	-1.8	1.2	0	-2.5
CC1(C)CCC(=O)N2CC[C@H]3C[C@H](OC(=O)Nc4ccc5c(c4)OCO5)C[C@@H]1[C@H]32	-3	-0.3	-7	0	-0.3	-1.6	-0.5	-4	-3.8
O=C(NCc1ccccc1)C12CN(Cc3ccccc3)CC1C(c1ccc([N+](=O)[O-])cc1)=NO2 (configuration not stated)	-1	-0.6	4	-8	-0.5	-0.7	2.2	-3	-2.0
O=C(C[C@H]1C/C=C\C[C@H](NC(=O)OCC2c3ccccc3-c3ccccc32)C(=O)OC[C@H]2CCCN2C1=O)NCCO	2	-2.6	2	-6	-0.5	2.3	-2.8	-1	0.0
CC(C)N(Cc1nc(-c2ccccc2)no1)C(=O)C(Cl)(Cl)Cl	0	-6.1	-6	-1	-0.6	.	1.2	-5	-6.3
CCC(=O)N1N=C(c2ccc(C)cc2)CC1c1ccco1 (configuration not stated)	-1	1.2	-1	-6	-0.7	.	-0.4	-16	1.2
CC(C)c1ccc(/C=C/c2ccc(=O)n(C)n2)cc1	21	4.0	10	0	0.1	.	2.0	-3	-2.4
CC1CCc2cc(F)cc3c(O)c(C(=O)NCC4CCCO4)c(=O)n1c23 (configuration not stated)	-3	4.0	11	-2	0.0	-0.4	?	4	1.5
C=CCCC(=O)N1CCC(Oc2cccc(C(=O)NCc3ccccn3)c2)CC1	0	-0.3	8	4	-1.9	1.2	2.3	-10	0.6
CC(C)C[C@@H](C(=O)NCc1ccco1)N1C(=O)N2CCc3c([nH]c4ccccc34)[C@@]2(C)C1=O	-1	-0.4	0	-3	-0.6	-3.5	0.7	-1	-3.6
Cc1ccc(NC(=S)c2nc3ccccc3[nH]2)cc1	5	-1.3	9	-4	-0.4	-1.2	0.5	6	-3.3
CCCS(=O)(=O)NC(=O)C1(C)CCN(C(=O)C2(c3ccc(Cl)cc3)CCCC2)C1 (configuration not stated)	-4	.	11	-7	0.2	-2.1	.	-3	-3.5
C/C=C/C=C/C(=O)O	-1	-0.2	5	-6	-0.1	-2.6	0.4	6	-2.2
CN(Cc1ccccc1)C(=O)c1ccc(NC(=O)Cc2ccc(NC(=O)C3CCN(S(=O)(=O)c4cccc([N+](=O)[O-])c4)CC3)cc2)cc1	-1	.	9	-6	-0.3	-0.3	3.8	0	-3.1
CCn1ccnc1CN(C)Cc1cn(-c2ccccc2)nc1-c1ccc(OC)cc1F	-4	1.0	-2	-1	-1.0	1.4	-0.9	-5	-4.7
Cc1cc(C)c2c(N)c(S(=O)c3ccc(C(C)(C)C)cc3)sc2n1 (configuration not stated)	2	0.1	-6	-2	1.2	-0.6	-0.3	7	-4.0
Cc1[nH]n(-c2ccccc2)c(=O)c1/C=N/N(C)c1ccccc1	-2	-1.1	14	-2	0.3	.	-1.0	-13	-1.2
O=C(Nc1cc(Cl)ccc1Cl)C1CC(=O)N(c2ccccc2)C1 (configuration not stated)	2	-0.2	-1	-4	-0.6	-1.2	-0.3	3	-2.0
O=C(CCn1cccc1)Nc1nccs1	0	0.5	11	-2	-0.6	.	-1.2	-7	-3.6
COC(=O)CSc1nnc(-c2ccc3c(c2)OCO3)n1C	-3	-2.5	1	-2	0.9	.	-1.5	-16	-2.1
COc1cc(/C=C/C(=O)OCC(=O)NC(=O)NC(C)C)cc(OC)c1OC	13	-0.9	7	0	0.3	-0.1	-2.4	-4	-1.6
CC(C)c1ccc2nc(N)sc2c1	-1	-3.2	5	-1	-0.4	-1.6	0.2	-6	-0.8
CC(=O)Nc1ccc(S(=O)(=O)Oc2cccc(/C=C3\SC(N)=NC3=O)c2)cc1	1	1.4	19	2	-0.2	.	-0.2	-2	-3.8
O=C1NN(c2ccccc2)C(=O)/C1=C\c1coc2ccc(O)cc2c1=O	1	0.4	21	-3	-0.7	.	-0.2	0	1.2
CSc1cccc(N2CC(C(=O)Nc3cccc(S(=O)(=O)N4CCCC4)c3)CC2=O)c1 (configuration not stated)	1	1.2	3	4	2.8	-1.3	1.0	0	2.1
Cc1nc(SCC(=O)Nn2c(-c3ccccc3)nc3ccccc3c2=O)n[nH]1	0	-0.9	0	2	1.1	-0.3	0.9	?	-3.1
CN1CCN(S(=O)(=O)c2ccc3[nH]c(=O)oc3c2)CC1	-1	4.3	8	-1	-0.8	.	1.1	-1	0.9
CC(=O)Nc1ccc(NC(=O)C2(C)Cc3c(-c4cccc(C(N)=O)c4)ccnc3O2)cc1 (configuration not stated)	0	.	-4	-5	0.4	4.3	.	-3	-2.2
c1ccc(CN2CCOCC2)nc1	2	.	-10	-3	0.1	.	-0.2	2	-3.4
CCC(C)(C)NC(=O)CN(CC1CCCO1)C(=O)CCC(=O)Nc1nccs1 (configuration not stated)	5	2.4	14	4	-0.2	-1.2	0.4	-8	-0.9
COc1ccccc1OCC(=O)Nc1cc(Cl)ccc1N1CCCCC1	0	0.3	5	-7	-0.4	2.5	-1.0	-1	0.3
CC(C)c1ccc(C2c3[nH]c4ccccc4c3C[C@H]3C(=O)N(c4ccccc4C(=O)N4CCC[C@H]4C(=O)O)C(=O)N23)cc1 (some centres not stated)	5	-0.7	-2	4	-0.5	-1.4	0.9	0	0.1
CC(C)OP(=O)(c1ccc(N(C)C)cc1)C(O)c1ccccc1F (configuration not stated)	1	3.3	8	11	-0.3	-1.8	0.8	-6	-0.9
COCC1CCN(C(=O)C2CCN(c3nc(-c4ccccc4)nc4c3CCC4)CC2)C1 (configuration not stated)	1	1.2	2	-4	-2.7	0.7	-1.2	-8	-0.8
COC(=O)c1c(C)oc(C)c1S(=O)(=O)NCc1ccc(Cl)cc1	0	1.2	2	11	-3.0	.	-0.2	?	-0.1
N#Cc1ccccc1S(=O)(=O)N1CCN(CC(=O)Nc2ccnn2C2CCCC2)CC1	1	.	1	-3	-1.2	.	0.6	-9	-4.4
Cn1c(=O)c2c(nc(NCc3ccc4c(c3)OCO4)n2Cc2ccccc2F)n(C)c1=O	2	-0.4	-2	0	-0.4	2.0	0.5	?	-1.4
Cc1cccc(N2C(=O)CS/C2=N\NC(=O)c2cccnc2)c1C	0	1.3	-3	-1	-1.0	.	-0.6	-2	-2.8
COCCNC(=O)C(OC(=O)c1cc2oc(C)cc2n1C)C(C)C (configuration not stated)	-5	-0.1	6	0	-0.5	2.6	0.6	-1	-2.5
CC12CCC(C(=O)N3CCCc4ccccc43)(OC1=O)C2(C)C (configuration not stated)	2	0.4	1	-2	-0.9	.	-0.8	-6	-2.2
COc1ccccc1C(=O)NCCC(=O)NCCc1ccccc1	-3	-0.1	-7	-1	-2.6	-0.8	-1.0	-5	-2.7
Cc1ccc(Nc2nnc(SCC(=O)c3c(N)n(C4CC4)c(=O)[nH]c3=O)s2)cc1C	-1	0.8	6	-2	-0.4	0.0	0.7	0	0.8
CCC(C)NC(=O)CCS(=O)(=O)c1ccc2c(c1)n(C)c(=O)c(=O)n2C (configuration not stated)	7	-0.5	22	-8	0.6	-0.5	-0.3	-8	2.3
Cc1cc(C)n2ncc(-c3cccc(Br)c3)c2n1	5	-0.7	0	15	-1.4	-1.8	0.6	-1	-1.5
O=C(NNC(=O)C1CCN(S(=O)(=O)c2c(Cl)cccc2Cl)CC1)c1ccccc1O	20	3.9	-11	4	3.8	3.0	14	11	-5.5
O=C(COC(=O)c1cc(Br)ccc1Cl)NC(=O)NCc1ccccc1	-3	-2.8	-2	-2	-0.1	.	-0.5	-1	-4.1

Full records as entered above. Order of screens: Mtb FBA inh	Mtb UGM inh	GDH-TPI inh	Anthrax LF inh2	BoNT-A LC inh2	Mtb BioA inh	PfHsp40 yeast	BoNT F protease	FadD28 FP inh
Entry for `Cc1ccc(Nc2nnc(SCC(=O)c3c(N)n(C4CC4)c(=O)[nH]c3=O)s2)cc1C` = -1	0.8	6	-2	-0.4	0.0	0.7	0	0.8
Entry for `CCC(C)NC(=O)CCS(=O)(=O)c1ccc2c(c1)n(C)c(=O)c(=O)n2C` (configuration not stated) = 7	-0.5	22	-8	0.6	-0.5	-0.3	-8	2.3

Going on with the list:
SMILES	Mtb FBA inh	Mtb UGM inh	GDH-TPI inh	Anthrax LF inh2	BoNT-A LC inh2	Mtb BioA inh	PfHsp40 yeast	BoNT F protease	FadD28 FP inh
O=C(CNC(=O)c1ccncc1)Nc1ccc(F)c(F)c1	5	-0.1	4	-5	1.7	-0.2	-0.9	5	-1.8
CCOC(=O)/C=C/c1ccc2c(c1)S(=O)(=O)N(c1cccc(OC)c1)[C@H]2CC(=O)OCC	3	0.0	10	0	0.2	-1.1	1.4	0	0.7
O=C(N/N=C/c1cccs1)c1cccc(NC(=O)c2ccccc2Cl)c1	0	1.9	18	-2	0.3	.	-0.5	-3	-22
Cc1ccc(NC(=O)CCNS(=O)(=O)c2ccccc2)c(C(=O)c2ccccc2)c1	-3	-2.6	13	0	0.1	3.2	-2.3	-3	-1.0
Cc1cc(SCNC(=O)c2ccccc2)nc(C(C)C)n1	4	0.4	5	-1	-1.2	.	1.4	-3	?
Cc1cc(C)nc(N/N=C/c2cn[nH]c2-c2ccccc2)n1	0	1.6	24	-6	4.4	-1.1	-0.8	?	-6.5
Cc1nn(Cc2ccccc2)c(Cl)c1/C=C/C(=O)OC(C)C(=O)N1CCCC1 (configuration not stated)	2	2.7	8	-4	-0.8	.	0.6	-4	-0.1
COc1ccc(Oc2cn[nH]c2-c2ccc(OCC(=O)NN)cc2O)cc1	6	0.1	10	-11	-2.6	0.1	-0.4	-28	0.5
O=c1oc2ccccc2c2c1cnc1ccccc12	2	.	6	-3	-0.6	1.4	15	-5	-1.1
Cc1cc(SCC(=O)N(C)CC(=O)Nc2ccc(F)cc2)nc2ccccc12	3	4.0	10	2	0.2	.	2.0	-20	-2.3
CC(=O)N(C)C1=Nc2ccc(Cl)cc2C(c2ccccc2)=[N+]([O-])C1	-3	.	9	-3	-0.3	-0.2	0.5	7	-3.5
c1ccc(Nc2nnc(SCc3cccc4ccccc34)s2)cc1	0	-0.7	10	-2	-0.5	-0.7	1.8	-5	-2.0
CCOC(=O)C1=C(COC(=O)/C=C/c2ccc(F)cc2)NC(=O)NC1C (configuration not stated)	-3	.	3	-3	-0.3	7.5	.	2	0.1
O=C(O)c1cccc(NC(=O)C2CCCO2)c1 (configuration not stated)	2	-2.5	12	-3	-0.9	-1.1	-1.3	-2	-1.8
Cc1cc(C)nc(SCc2cn3c(C)cccc3n2)n1	2	2.8	1	-9	1.3	-0.8	.	-4	2.0
O=C(N1CCOCC1)C12OC3CC(CC(C3)O1)O2	6	.	.	-4	-0.3	-1.0	.	5	0.3

Entries above with two or more sulfur atoms:
SMILES	Mtb FBA inh	Mtb UGM inh	GDH-TPI inh	Anthrax LF inh2	BoNT-A LC inh2	Mtb BioA inh	PfHsp40 yeast	BoNT F protease	FadD28 FP inh
Cc1cc(C)c2c(N)c(S(=O)c3ccc(C(C)(C)C)cc3)sc2n1 (configuration not stated)	2	0.1	-6	-2	1.2	-0.6	-0.3	7	-4.0
CC(=O)Nc1ccc(S(=O)(=O)Oc2cccc(/C=C3\SC(N)=NC3=O)c2)cc1	1	1.4	19	2	-0.2	.	-0.2	-2	-3.8
CSc1cccc(N2CC(C(=O)Nc3cccc(S(=O)(=O)N4CCCC4)c3)CC2=O)c1 (configuration not stated)	1	1.2	3	4	2.8	-1.3	1.0	0	2.1
Cc1ccc(Nc2nnc(SCC(=O)c3c(N)n(C4CC4)c(=O)[nH]c3=O)s2)cc1C	-1	0.8	6	-2	-0.4	0.0	0.7	0	0.8
c1ccc(Nc2nnc(SCc3cccc4ccccc34)s2)cc1	0	-0.7	10	-2	-0.5	-0.7	1.8	-5	-2.0
